Screens from PubChem.
Tat export inh – E. coli Tat transport inhibition. E. coli MC4100 TorA-mCherry Tat export, fluorescence. inhibition, % at 10 µM. 340,000 compounds, 0.036% hits;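 active means mean replicate inhibition at least 50% and at least half of replicates individually reaching 50%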;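 further: exported cargo escapes ClpAP degradation while cytoplasmic cargo is degraded and loses fluorescence; 0% = median of neutral control wells and 100% = median of NaSCN control wells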
Rtt109 HAT inh – C. albicans Rtt109 histone acetyltransferase inhibition; Q5AAJ8; purified Rtt109/Vps75, ThioGlo CoA-SH fluorescence, 4 h; inhibition, % at 34.9 µM; 330,000 compounds, 0.16% hits;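 active means inhibition of at least 50% in every replicate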
Target sequence (Q5AAJ8 whole entry, looked up): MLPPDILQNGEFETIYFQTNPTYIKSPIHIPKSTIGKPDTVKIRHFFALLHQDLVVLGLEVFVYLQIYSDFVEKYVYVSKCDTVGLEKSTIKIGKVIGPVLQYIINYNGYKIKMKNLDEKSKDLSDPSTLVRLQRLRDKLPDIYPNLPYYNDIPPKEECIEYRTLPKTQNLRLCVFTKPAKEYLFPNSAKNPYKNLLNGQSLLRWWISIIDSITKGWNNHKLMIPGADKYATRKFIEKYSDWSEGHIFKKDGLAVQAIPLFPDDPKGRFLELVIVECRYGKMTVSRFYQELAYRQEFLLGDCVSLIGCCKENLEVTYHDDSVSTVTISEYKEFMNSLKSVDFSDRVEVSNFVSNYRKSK
dFosB act – enhances mouse delta FosB homodimer DNA binding; P13346; purified delta FosB, TAMRA-CDK5 oligo fluorescence polarization; percent of positive-control signal above neutral wells; activation, % at 25 µM; 340,000 compounds, 0.99% hits;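 active means mean activation above about 17%, with every replicate also reaching it, limit read from the data, passing the limit was not always enough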;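 further: fluorescence polarization rise as delta FosB binds a TAMRA Cdk5 AP-1 oligo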
cardiac RTF act – cardiac RTF calcium sensitization | IANBD-labeled TnC RTF fluorescence at EC20 calcium; 0% EC20 calcium, 100% full calcium | activation, % at 7.2 µM | 340,000 compounds, 0.24% hits;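 active means activation above the mean over all tested compounds plus 3 SD, cut at about 30% in these data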;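 further: rise in fluorescence read as greater calcium sensitivity of cardiac thin filaments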
CDK5 p35 inh – inhibitors of human CDK5/p35 kinase; Q00535+Q15078; AID 488839; 330,000 compounds, 0.01% hits; Recombinant CDK5/p35, ADP-Glo luminescence, 60 min; inhibition, % at 10 µM;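 active means highest replicate inhibition of at least 50% and at least 75% of replicates reaching 50%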;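 further: plate controls were DMSO neutral control for no effect and GW8510 at 10 µM for full effect; many of its hits are not listed in these tables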
Target sequence (Q00535 whole entry, looked up): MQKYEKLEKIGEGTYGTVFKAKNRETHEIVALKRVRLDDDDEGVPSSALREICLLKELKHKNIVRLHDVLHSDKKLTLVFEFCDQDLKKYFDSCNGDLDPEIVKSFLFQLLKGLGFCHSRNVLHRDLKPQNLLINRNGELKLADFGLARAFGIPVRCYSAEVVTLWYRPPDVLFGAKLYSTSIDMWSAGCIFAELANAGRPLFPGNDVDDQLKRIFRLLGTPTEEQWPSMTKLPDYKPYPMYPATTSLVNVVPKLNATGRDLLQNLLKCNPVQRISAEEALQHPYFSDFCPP
Target sequence (Q15078 whole entry, looked up): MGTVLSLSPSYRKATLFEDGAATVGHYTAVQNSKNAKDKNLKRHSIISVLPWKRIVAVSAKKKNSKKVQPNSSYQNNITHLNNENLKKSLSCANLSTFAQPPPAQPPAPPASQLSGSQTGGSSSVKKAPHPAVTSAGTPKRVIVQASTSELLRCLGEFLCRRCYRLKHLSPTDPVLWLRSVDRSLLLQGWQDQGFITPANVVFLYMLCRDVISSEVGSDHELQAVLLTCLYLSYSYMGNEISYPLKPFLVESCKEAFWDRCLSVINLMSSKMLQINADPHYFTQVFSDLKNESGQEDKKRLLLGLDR
V-ATPase pH – regulators of yeast V-ATPase proton transport | S. cerevisiae, pHLuorin cytosolic pH fluorescence | response, % at 10 µM | 350,000 compounds, 0.37% hits; in the data active means response mostly above about 7.3%, no sharp cut-off; inactive means mostly below about 5.4%; further: actives read high; inactives centre near 0; some compounds called inactive have numbers as strong as hits; reference of the scale not given here
MITF act – activators of MITF-driven TRPM1 promoter activity in SK-MEL-5 cells; SK-MEL-5 TRPM1-promoter luciferase, 24 h; % of positive control, neutral wells = 0; activation, % at 12.5 µM; 300,000 compounds, 0.75% hits; AID 588334;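 active means mean activation of at least 80% with every replicate also reaching 80%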;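 further: 0% = neutral control wells and 100% = parthenolide positive control wells; values of inactives mirror those of a sister screen read the other way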
Wnt bcat act – activates Wnt/beta-catenin signaling in a reporter cell assay. 300,000 compounds, 1.2% hits. activator, plate reader. activation, % at 9.35 µM; in the data active means activation above about 30%, passing the limit was not always enough;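 further: 0% = neutral control wells and 100% = positive control wells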
CAL PDZ FP-1 – blocks peptide binding to human CAL PDZ domain; purified CAL PDZ, TMR-peptide fluorescence polarization, 1 h; inhibition, % at 20 µM; Q9HD26; AID 504414; 330,000 compounds, 0.02% hits;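 active means highest replicate inhibition of at least 40%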;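 further: plate controls were DMSO neutral control wells for no effect and unlabeled competitor peptide control wells for full effect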
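material = purified tagged CAL PDZ domain construct (CerCALP) | compound dosing = 20 µM, one dose | times = 1 h at RT | measured by = fluorescence polarization from S- and P-plane intensities, G-factor corrected | read-out = inhibition from polarization loss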
CAL PDZ FP-2 – blocks peptide binding to the human CAL PDZ domain; Q9HD26; inhibition, % at 24.9 µM; AID 602252; purified CAL PDZ, TMR-peptide fluorescence polarization, 1 h; 300,000 compounds, 0.92% hits;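 active means mean inhibition of at least 30% with at least half of replicates also reaching 30%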;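 further: 0% = DMSO neutral control and 100% = excess unlabeled competitor peptide PRC23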
* marks the source's active call; other numbers are inactive results; i = inactive; . = no result given. A portion of the library; rates above refer to the full screens.

compound,Tat export inh,Rtt109 HAT inh,dFosB act,cardiac RTF act,CDK5 p35 inh,V-ATPase pH,MITF act,Wnt bcat act,CAL PDZ FP-1,CAL PDZ FP-2
COc1ccc(C(c2c(O)c3ccccc3oc2=O)c2c(C)n(C)n(-c3ccccc3)c2=O)cc1 (centres undefined),-4,-3,2,0,0.2,-1,2,-4,-0.3,-5
Cc1cccc2c1N(N=O)CCC2,-7,-17,9,-3,0.2,0,7,.,-0.3,-1
O=C1NC(=O)C2(CCCC2)C(=O)N1,2,2,7,-9,-0.2,-2,-2,0,1.2,-1
C#C[C@]1(O)CCC2C3CC=C4C[C@H](O)CC[C@]4(C)C3CC[C@@]21C (some centres undefined),-2,7,2,-2,1.3,-3,15,-3,0.0,.
CCCCn1c(O)c(C(CC)=Nc2ccc(OCC)cc2)c(=O)[nH]c1=O,-9,4,-11,2,-0.5,-8,-14,.,-1.4,-3
Clc1ccc(C(Cl)(Cl)Cl)c(Cl)c1,4,-17,7,0,-0.7,7,-10,-2,-0.3,71*
COc1cccc(CN2CCNCC2)c1OC,10,0,9,-2,-0.2,0,.,1,15,90*
CC(=O)N(C1=NCCCS1)c1ccc(Cl)cc1,-1,-12,-3,6,-0.9,3,10,0,-2.5,-1
Cc1ccc(OCCOc2cccc(C=C3C(=O)NC(=O)NC3=O)c2)cc1,2,0,-10,11,-2.3,1,-35,37*,0.0,-2
CCCCC1(CN2CCCC2=O)C(=O)NC(=O)NC1=O,-4,8,4,-4,1.2,-1,-2,.,-0.3,0
COc1cccc(C(=O)C2CCCN(Cc3ccc4nsnc4c3)C2)c1 (centres undefined),-4,8,-8,3,-1.4,-2,11,-2,-1.7,.
O=C1NC(=O)C2(C(=O)N1)C(c1ccc(F)cc1)NC(=S)NC2c1ccc(F)cc1 (centres undefined),-2,.,-3,1,-2.2,2,.,1,-2.5,0
Cc1ccc(/C=C2\C(=O)NC(=O)N(CCc3ccc(F)cc3)C2=O)o1,-15,-6,0,2,-0.4,0,-11,2,-2.9,-4
CC1CN1P(=O)(Oc1ccccc1)N1CC1C (centres undefined),-2,1,-6,1,1.3,4,-4,-3,0.0,-7
O=C(Cc1ccccc1)OCC(=O)c1ccccc1,8,-5,3,-2,1.6,-3,-1,-1,-0.9,-3
CCC[N+]12CCC(CC1)C(=C(c1ccccc1)c1ccccc1)C2,-1,-3,-7,12,0.3,-1,-2,0,-6.8,-5
CCOC(=O)c1c(/N=C/C2C(=O)NC(=S)NC2=O)sc2c1CCC2,-6,26,-8,.,-0.9,2,-6,.,-1.1,10
CCOCCN1CCC(OC(C)=O)C(C)C1 (centres undefined),-1,0,5,11,2.0,2,3,-6,0.4,-1
CC(C)n1nnnc1CN1CCN(C)CC1,-8,-4,0,10,-3.0,-1,-4,.,-1.5,-15
C[C@]12CCC3C(CC[C@@H]4[C@H]5O[C@H]5CC[C@]34C)C1CC[C@@H]2O (some centres undefined),3,4,-12,2,0.6,6,-5,-2,-1.4,-5
Nc1ccccc1C(=O)OCCOc1ccccc1,4,-12,7,0,0.9,5,78,.,-0.4,.
COc1ccc(OC)c(CN2CCCC(C(=O)c3sccc3C)C2)c1 (centres undefined),-4,-8,-6,1,0.0,-1,-10,-21,-2.5,-1
Clc1cccc(CNCCc2ccc3c(c2)OCO3)c1,4,-5,-2,3,-0.7,0,3,-1,-1.4,3
Cc1cc(OC(=O)c2ccco2)c2c3c(c(=O)oc2c1)CCCC3,-3,0,-16,-1,1.4,-4,1,.,-0.3,-4
COP(=O)(CC(=O)O)c1ccccc1 (centres undefined),5,1,1,-1,0.0,0,0,.,-1.5,.
Cc1cccc(C)c1NC1=NCCCS1,5,0,3,3,1.0,2,0,-1,-0.5,-3
O=c1[nH]c(=S)[nH]c(O)c1N=Nc1cc(S(=O)(=O)Nc2ccc(Cl)cc2)ccc1Cl,7,14,-3,-3,0.2,-3,-3,0,3.7,-3
COc1ccc(/C=N/N=C(/N)N[N+](=O)[O-])c(OC)c1,15,-1,1,-2,1.0,8,.,1,0.3,.
Nc1nonc1C(=O)N/N=C/c1ccc([N+](=O)[O-])o1,-16,.,-6,0,-0.7,1,-16,7,-1.4,-3
COc1ccc(C(c2ccc(OC)cc2)C(Cl)(Cl)Cl)cc1,-9,-10,3,-5,-0.4,0,16,2,-1.5,-2
CCCCCP(=O)(O)c1ccccc1,-10,4,0,-2,-0.3,3,.,.,-2.0,-1
O=C(Cn1nc(-c2ccccc2)ccc1=O)N1CCC2(CC1)OCCO2,-4,-5,-3,1,1.4,-1,2,-1,-1.4,-1
CCN(c1ccc(C(O)(C(=O)OC)C(F)(F)F)cc1)S(=O)(=O)c1ccccc1 (centres undefined),14,1,-12,-8,2.4,0,-1,.,0.6,6
COCCOC(=O)C1=C(N)Oc2c(c(=O)oc3ccccc23)C1c1ccncc1 (centres undefined),5,11,-10,3,0.0,0,5,-1,-6.4,-5
CCOC(=O)[C@@]1(C#N)C(c2ccc(Cl)c(Cl)c2)[C@H](C(N)=O)N2C=C(C(C)=O)C=C[C@H]21 (some centres undefined),-4,1,-6,0,-0.1,-3,.,-2,1.1,-5
CCCCCn1c(=O)c(C(=O)NCCc2ccccc2)c(O)c2ccccc21,-15,-3,-12,-6,2.6,1,.,-8,-0.6,11
COc1cccc(-c2sc3ccccc3c2-c2ccc(OCCN3CCOCC3)cc2)c1,6,-2,-2,-4,-2.0,-7,17,-14,-0.8,-1
COc1ccc(C(=O)C2CCCN(Cc3cccc(C)n3)C2)c(OC)c1 (centres undefined),-1,-3,-6,1,-0.4,-5,-10,0,-1.3,-1
Nc1nc(SCCC(F)=C(F)F)n[nH]1,0,28,1,6,1.3,6,-4,0,0.0,5
CC(=O)OC1N=C(c2ccccc2Cl)c2cc(Br)ccc2N(C)C1=O (centres undefined),-3,-1,0,0,0.6,-1,-17,-2,-1.1,-7
Cc1ccccc1N1CCN(C2CCCN(C(=O)COc3ccccc3)C2)CC1 (centres undefined),-2,2,-13,-6,0.8,4,0,0,-1.6,-1
CC1=NCCc2c1[nH]c1cc(O)ccc21,2,i,9,334*,1.4,-93,10,-3,-0.1,4
O=c1[nH]c(=O)n(Cc2ccccc2)c(O)c1C=NCCCO,1,-6,3,3,2.9,-1,.,-11,0.6,0
O=C(c1ccccc1F)c1cn(CC(=O)N2CCCCC2)c2ccccc12,-5,0,-5,-10,3.7,0,-1,-1,-0.5,0
CCOC(=O)[C@@H]1[C@H]2COc3ccc(Br)cc3[C@@H]2N2C(=O)N(c3cccc(C)c3)C(=O)[C@]12C,7,-4,8,-5,2.1,-5,-4,-1,-0.8,2
OCCOc1ccccc1,-5,0,-5,9,-0.7,-8,-7,4,-0.2,-3
COc1cc(/C=C/[N+](=O)[O-])ccc1OC(=O)c1cccnc1,-12,-3,0,-5,2.0,4,.,4,-0.2,1
CCC(=NCc1cc(OC)cc(OC)c1)c1c(O)n(C)c(=O)n(C)c1=O,-1,10,-26,-1,-0.5,2,-10,.,-3.9,.
CCOP(=O)(C#CC(C)(C)C)C(O)(c1ccccc1)C(F)(F)F (centres undefined),-9,1,-14,-2,-1.2,10,-3,.,0.0,-3
CNc1ccc2nc3ccccc3[n+](C)c2c1,-204,1,-213,1,5.4,2,-69,0,13,27
O=C1Nc2ccc(Br)cc2C(c2ccccc2Cl)=NC1O (centres undefined),3,-5,8,-3,0.4,0,.,0,-0.8,-2
CC1(C)C2([N+](=O)[O-])CN3CC1([N+](=O)[O-])CN(C2)C3c1ccccn1 (centres undefined),-1,4,-10,-3,-0.5,-2,.,2,-0.7,6
Cc1cc(=O)[nH]c(SCc2nc3ccccc3c(=O)n2-c2ccccc2C)n1,6,-11,-4,1,1.2,-1,6,0,0.2,.
CC1CCC(C)(NS(=O)(=O)OCC(Cl)(Cl)Cl)CC1 (centres undefined),2,4,4,3,1.8,-8,-15,-1,0.0,-2
CN1CCN(c2nc3ccccn3c(=O)c2C=C2C(=O)N(C)C(=O)N(C)C2=O)CC1,-2,0,4,5,-1.1,-1,-2,.,-0.3,4
CN(C(=O)Oc1cccc2cccnc12)c1ccccc1,5,-9,4,0,1.2,2,5,.,-0.1,0

Some of the entries so far, with two lines to a compound.
Below each SMILES – Tat export inh, Rtt109 HAT inh, dFosB act, cardiac RTF act, CDK5 p35 inh, V-ATPase pH, MITF act, Wnt bcat act, CAL PDZ FP-1, CAL PDZ FP-2
- CC1(C)C2([N+](=O)[O-])CN3CC1([N+](=O)[O-])CN(C2)C3c1ccccn1 (centres undefined)
→ -1, 4, -10, -3, -0.5, -2, ., 2, -0.7, 6
- Cc1cc(=O)[nH]c(SCc2nc3ccccc3c(=O)n2-c2ccccc2C)n1
→ 6, -11, -4, 1, 1.2, -1, 6, 0, 0.2, .

More entries.
compound,Tat export inh,Rtt109 HAT inh,dFosB act,cardiac RTF act,CDK5 p35 inh,V-ATPase pH,MITF act,Wnt bcat act,CAL PDZ FP-1,CAL PDZ FP-2
O=C(O)CCn1cc(C=C2C(=O)NC(=S)NC2=O)c(-c2cccc(Cl)c2)n1,5,7,5,7,-1.9,8.0*,2,3,-2.9,.
CNC(=O)Oc1ccc2c(c1)C(=O)c1ccccc1CO2,4,1,-4,-1,1.2,0,17,.,-1.3,-4
COC(=O)C1=C(c2ccc(F)cc2OCc2ccccc2)C[C@@H]2CC[C@H]1N2C,-6,4,-7,1,1.1,-2,-4,8,-0.7,0
CC(C)(C)c1ccc(CSc2cnn(C(C)(C)C)c(=O)c2Cl)cc1,-4,-1,-7,0,0.5,-1,-36,-9,-4.2,-25
Cn1c(=O)c2c(nc(N/N=C/c3c(O)n(-c4ccccc4)c(=S)[nH]c3=O)n2C)n(C)c1=O,-2,-16,-3,2,2.6,0,9,-4,-1.2,0
COC(=O)C1=C(c2cc3ccccc3o2)C[C@@H]2CC[C@H]1N2C(=O)N1CCCC1,-1,0,-5,-6,-2.5,7,-8,-5,-1.0,2
CN1C(=O)C(=Cc2ccc(SC3CCCCC3)o2)C(=O)N(C)C1=O,1,-4,-3,-3,0.3,4,-4,-4,-2.4,0
Cc1cccc(N2C(=O)NC(=O)/C(=C\c3ccc4c(c3)CCCN4Cc3ccccc3)C2=O)c1,3,1,-1,17,0.3,2,9,.,-1.4,0
CC(C)C[C@H](NC(=O)[C@@H]1CCCN1C(=O)[C@@H](N)Cc1ccc(O)cc1)C(=O)NCC(N)=O,-5,11,0,3,0.4,4,-5,-1,-0.3,0
CCCNC(=O)N1[C@H]2CC[C@@H]1C(C(=O)OC)=C(c1ccc(Cl)c(C(F)(F)F)c1)C2,-1,8,-1,-12,2.5,-5,14,-4,-1.3,-2
CN1C(=O)N(C)C(=O)C2(Cc3cc([N+](=O)[O-])ccc3N3CCN(C(=O)c4ccccc4)CC32)C1=O (centres undefined),7,7,-10,-7,-1.0,-3,2,-1,-3.9,-6
CN1CCN(C(=O)Cc2ccccc2)CC1,-3,0,5,3,1.5,0,-19,0,-0.3,.
